p-CIP stab down = p/CIP-EGFP fusion destabilizers, primary screen, fluorescence, F442A cells. hit rate 0.01% among 290,000. Q05BA5. decrease of EGFP signal, % at 10 µM. 16 h;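 active = EGFP signal decrease of at least 30% at 10 µM or well 3 SD below plate mean, unless failing retest; inactive = the rest, including hits failing retest or dose response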; also: some compounds called inactive have numbers as strong as hits; many of its hits are not listed in these tables
FID counter = compounds displacing fluorescent DNA intercalator, primary screen, artefact control for HCV NS3 helicase inhibitor project, biochemical, FID fluorescence; DNA fluorescent intercalator displacement; hit rate 0.17% among 290,000; inhibition, % at 7.9 µM; in the data active = inhibition above about 37%;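 also: 0% = vehicle and 100% = reference compound; higher means more ethidium bromide displaced from hairpin DNA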
VIM-2 inh = VIM-2 metallo-beta-lactamase inhibitors, primary screen, biochemical, epi-absorbance readout, Pseudomonas aeruginosa enzyme | inhibition, % at 5.6 µM | hit rate 0.89% among 290,000 | AID 1527, 2009 | purified VIM-2, nitrocefin hydrolysis, epi-absorbance fluorescence;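 active = inhibition above the mean of all tested compounds plus 3 SD, cutoff set per screening run, cut at about 7.5% in these data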;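 also: red hydrolysis product quenches plate fluorescence so inhibitors raise well fluorescence; 0% = enzyme with DMSO and 100% = DMSO without enzyme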
MEKK3 PB1 HTS = modulators of MEKK3-MEK5 PB1 binding, primary screen, biochemical, wildtype MEKK3, multiplex bead flow cytometry, Alexa488-MEK5; Mitogen-activated protein kinase kinase kinase 3 (Homo sapiens), Q99759; bead-based flow cytometry, Alexa488-MEK5 binding to MEKK3; actives lie on both sides; 0 = blocked by unlabeled MEK5, 100 = vehicle; binding response (% of control), % at 10 µM; hit rate 1.4% among 290,000; AID 1529, 2009;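 active = binding response more than 3 SD above or below the average of its plate-row segment, actives on both sides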;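 also: Alexa488 bead fluorescence after subtracting the streptavidin-only scavenger bead signal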
Target sequence (Q99759 whole entry, looked up): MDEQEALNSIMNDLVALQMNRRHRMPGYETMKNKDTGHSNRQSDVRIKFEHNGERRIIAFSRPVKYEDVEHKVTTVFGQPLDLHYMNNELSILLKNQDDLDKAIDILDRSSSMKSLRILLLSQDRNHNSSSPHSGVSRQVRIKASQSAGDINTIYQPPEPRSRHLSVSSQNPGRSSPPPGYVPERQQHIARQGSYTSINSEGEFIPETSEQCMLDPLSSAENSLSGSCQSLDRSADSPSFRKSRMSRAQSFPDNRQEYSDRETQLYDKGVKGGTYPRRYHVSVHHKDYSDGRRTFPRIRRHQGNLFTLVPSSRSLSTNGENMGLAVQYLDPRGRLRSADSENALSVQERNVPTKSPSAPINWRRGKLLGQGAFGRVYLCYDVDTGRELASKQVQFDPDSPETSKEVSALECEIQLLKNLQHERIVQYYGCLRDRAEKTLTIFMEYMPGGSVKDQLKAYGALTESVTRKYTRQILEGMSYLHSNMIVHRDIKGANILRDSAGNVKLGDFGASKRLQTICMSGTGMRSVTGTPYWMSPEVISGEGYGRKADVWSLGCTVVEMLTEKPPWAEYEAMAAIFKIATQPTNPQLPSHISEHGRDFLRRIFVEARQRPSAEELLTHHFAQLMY
NS3 helicase inh = inhibitors of HCV NS3 helicase, primary screen, biochemical, Cy5 molecular beacon fluorescence; Hepatitis C virus NS3 helicase; NS3 helicase DNA unwinding; inhibition, % at 10.9 µM; hit rate 0.56% among 290,000; AID 1800, 2009;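 active = inhibition above the mean of all tested compounds plus 3 SD, set per campaign, cut at about 35% in these data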;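 also: 0% = DMSO wells and 100% = thioflavine S control wells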
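System: Hepatitis C virus NS3 helicase domain fragment enzyme | Reagent: Annealed dual-labelled DNA beacon duplex, ATP-started | Compound dosing: 10.9 µM single point, 0.8% DMSO | Incubation: 1 h reaction at 25 °C, ATP-initiated | Technique: Cy5 fluorescence | Evaluation: Percent inhibition from t60/t0 fluorescence ratio | Benchmarks: Low DMSO, high thioflavine S at 110 µM | Replication: Singlicate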
SUMO HTRF inh = inhibitors of in vitro SUMOylation cascade, primary screen, biochemical, HTRF, uHTS; HTRF SUMOylation assay, SAE1/SAE2 + UBC9; inhibition, % at 35 µM; hit rate 0.36% among 290,000; AID 2006, 2009; in the data active = inhibition above about 50%, passing the limit was not always enough; also: strong numbers were not always called active
Target sequence (P63279 whole entry, looked up): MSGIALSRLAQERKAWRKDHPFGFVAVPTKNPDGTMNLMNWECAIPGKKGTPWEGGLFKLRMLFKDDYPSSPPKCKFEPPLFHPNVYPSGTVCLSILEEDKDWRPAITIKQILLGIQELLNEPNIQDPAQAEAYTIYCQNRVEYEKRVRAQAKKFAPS
PHOSPHO1 block = PubChem AID 1565; Phosphoethanolamine/phosphocholine phosphatase (Homo sapiens), Q8TCT1; recombinant PHOSPHO1, absorbance phosphatase assay; inhibition, % at 13.3 µM; hit rate 1.1% among 290,000; in the data active = inhibition above about 60%
Target sequence (Q8TCT1 whole entry, looked up): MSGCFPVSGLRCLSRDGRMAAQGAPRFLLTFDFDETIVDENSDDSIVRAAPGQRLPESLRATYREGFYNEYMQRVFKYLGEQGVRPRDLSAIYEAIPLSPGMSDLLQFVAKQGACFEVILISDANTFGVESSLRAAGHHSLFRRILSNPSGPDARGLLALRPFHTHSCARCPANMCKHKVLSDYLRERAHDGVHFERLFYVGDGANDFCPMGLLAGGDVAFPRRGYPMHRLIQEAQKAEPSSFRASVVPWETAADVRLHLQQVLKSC
IMP-1 inhibitor = IMP-1 metallo-beta-lactamase inhibitors, primary screen, biochemical, epi-absorbance readout, Pseudomonas aeruginosa enzyme; metallo-beta-lactamase IMP-1 (Pseudomonas aeruginosa); purified IMP-1, nitrocefin hydrolysis, epi-absorbance fluorescence; inhibition, % at 5.6 µM; hit rate 0.45% among 290,000;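 active = inhibition above the mean plus 3 SD of all compounds in the same screening run, cut at about 4.5% in these data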;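 also: 0% = IMP-1 with DMSO and 100% = DMSO wells lacking enzyme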
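Material – recombinant IMP-1 enzyme, purified · Amount – IMP-1 0.2 nM before substrate addition · Medium – HEPES buffer pH 7.1 with ZnSO4 and Brij 35 · Timing – 25 °C, 15 min preincubation, 25 min reaction · Measured by – plate fluorescence quenching by hydrolysis product, ex 480/em 530 nm · Read-out – percent enzyme inhibition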
IDE cell activ = human IDE activators in live cells, primary screen, fluorescence polarization, HEK cells, FAbeta-B substrate; FAbeta-B cleavage; 0% vehicle, 100% cell-free pure enzyme wells; activation, % at 5.96 µM; hit rate 0.073% among 340,000; AID 493087, 2011;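 active = activation above the mean of all tested compounds plus 3 SD, set per screening campaign, cut at about 17% in these data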
* marks the source's active call; other numbers are inactive results; . = not tested or not shown; [ ] = dose if it differs, or a comment. The list is partial (hit frequency here may not be typical).

SMILES | p-CIP stab down | FID counter | VIM-2 inh | MEKK3 PB1 HTS | NS3 helicase inh | SUMO HTRF inh | PHOSPHO1 block | IMP-1 inhibitor | IDE cell activ
CCNC(=O)CC1C(=O)N(CC)C(=S)N1NC(=O)c1cccnc1 (stereo not given) | 4 | 12 | -3.0 | 104 | 4 | 14 | 9 | -4.6 | 4
CCc1ccc(NC(=O)Cn2cnc([N+](=O)[O-])c2)cc1 | 0 | -1 | 0.6 | 103 | 10 | 4 | 24 | 1.4 | 6
CC(C)(C)n1nnnc1C(c1ccc(C#N)cc1)N1CCCC2(CCCCC2)C1 (stereo not given) | -5 | 2 | -1.4 | 102 | 4 | 17 | 13 | -6.5 | 1
COc1ccc(C(=O)CC(=O)C(=O)Nc2cc(C)ccc2C)cc1 | -1 | -13 | -3.1 | 99 | 30 | -1 | 27 | -3.9 | 6
CC(=O)Nc1cccc(C(=O)Nc2cccc3ncccc23)c1 | -8 | -2 | -3.5 | 95 | 0 | 3 | 10 | -4.6 | 2
CC(C)OC(=O)CSc1nnc(SCc2cccc3ccccc23)s1 | -3 | -17 | -1.7 | 101 | 18 | -2 | 9 | -1.4 | 6
COc1cc2c(cc1OC)-c1cc(NCc3ccccn3)nc(=O)n1CC2 | -7 | -11 | -2.7 | 95 | 6 | 43 | 4 | 1.2 | 2
CC(C)NC(=O)C1CCCN(S(=O)(=O)c2cccc3nonc23)C1 (stereo not given) | -6 | -12 | -2.6 | 95 | 11 | 18 | 24 | -4.3 | 4
CCOC(=O)Nc1sc(C)c(C)c1C(N)=O | -8 | -2 | -2.2 | 99 | 0 | 15 | -4 | -3.4 | -2
Cc1cc(S(=O)(=O)NC(C)C)ccc1OCC(=O)N1CCOCC1 | 6 | -1 | -1.3 | 98 | -3 | 17 | 9 | -2.8 | 2
Cc1cc(C)c2c(c1)/C(=N/NS(=O)(=O)c1ccccc1)CCC2 | -1 | -15 | -1.1 | 99 | -11 | -23 | 17 | 2.4 | 4
CCc1ccc(C2=Nn3c(nnc3-c3cccs3)SC2)cc1 | -9 | -8 | -0.3 | 126* | -8 | 0 | 38 | -3.4 | -7
CN(Cc1ccccc1)S(=O)(=O)c1ccc(OCC(=O)Nc2cccc([N+](=O)[O-])c2)cc1 | 0 | 4 | -2.9 | 96 | -1 | -4 | 6 | -1.3 | 2
CCC(=O)c1ccc(OCC(O)Cn2nnc3ccccc32)cc1 (stereo not given) | 12 | -15 | -0.3 | 99 | -13 | 3 | -13 | 0.3 | 1
O=C(NC1CCCC1)C(c1ccccc1F)N(C(=O)Cc1cccs1)c1ccc2c(c1)OCCO2 (stereo not given) | -8 | -35 | -3.9 | 105 | 0 | -25 | 2 | -2.9 | 0
CC(=O)Nc1ccc(S(=O)(=O)N(C)c2ccc(OCC(=O)OCC(=O)NCc3ccco3)cc2)cc1 | 1 | -16 | -1.3 | 98 | 5 | -20 | 39 | -2.3 | 6
COc1ccc(CC(=O)NCC(C)(C)N2CCOCC2)cc1 | -15 | -5 | -5.1 | 106 | 2 | -6 | 55 | -3.3 | 3
COc1ccccc1CNC(=O)CN(C)S(=O)(=O)c1ccc2c(c1)n(C)c(=O)c(=O)n2C | 6 | -17 | -0.1 | 103 | 3 | 6 | 33 | -0.2 | 11
O=C(O)CCCCCn1c(SCC(=O)Nc2ccc(F)cc2)nc2ccsc2c1=O | -10 | -35 | -0.4 | 97 | 3 | 4 | -14 | -1.2 | 3
COc1ccccc1NC(=O)Cn1nnc(-c2ccccc2NC(=O)c2cc3ccccc3oc2=O)n1 | -14 | 0 | -0.7 | 76*[inhibitor] | -2 | 27 | 26 | -0.2 | -1
CCCc1cc(C(=O)N2CCCN(C)CC2)cs1 | 3 | -2 | -3.0 | 100 | 1 | -2 | . | -2.8 | 4
CC(=O)SC(C)CC(=O)NCc1ccccc1 (stereo not given) | -2 | 2 | -1.4 | 95 | 11 | 7 | 0 | -2.4 | 5
Cc1cccc(CC2S/C(=N/N=C/c3ccco3)NC2=O)c1 (stereo not given) | -5 | -14 | -1.4 | 67 | 7 | 20 | 28 | -0.1 | 6
CCN(CCO)c1nc(SC)nc2c1sc1nc(-c3ccco3)c3c(c12)CCC3 | -4 | -23 | 1.2 | 99 | 36* | 27 | -1 | 12* | -2
CCCCCn1c(N2CCOCC2)nc2c1c(=O)n(CC(N)=O)c(=O)n2C | 8 | -13 | -1.7 | 107 | 0 | 1 | 9 | -2.4 | 1

Brought forward from above: 4 entries, followed by the next part.
SMILES | p-CIP stab down | FID counter | VIM-2 inh | MEKK3 PB1 HTS | NS3 helicase inh | SUMO HTRF inh | PHOSPHO1 block | IMP-1 inhibitor | IDE cell activ
CC(=O)SC(C)CC(=O)NCc1ccccc1 (stereo not given) | -2 | 2 | -1.4 | 95 | 11 | 7 | 0 | -2.4 | 5
Cc1cccc(CC2S/C(=N/N=C/c3ccco3)NC2=O)c1 (stereo not given) | -5 | -14 | -1.4 | 67 | 7 | 20 | 28 | -0.1 | 6
CCN(CCO)c1nc(SC)nc2c1sc1nc(-c3ccco3)c3c(c12)CCC3 | -4 | -23 | 1.2 | 99 | 36* | 27 | -1 | 12* | -2
CCCCCn1c(N2CCOCC2)nc2c1c(=O)n(CC(N)=O)c(=O)n2C | 8 | -13 | -1.7 | 107 | 0 | 1 | 9 | -2.4 | 1
CC(C)CCNC(=S)Nc1ccc(Br)cc1 | 2 | -4 | -1.5 | 85 | -1 | 17 | 10 | -4.1 | 3
Cc1cc(C(=O)N/N=C/C=C/c2ccc([N+](=O)[O-])cc2)n[nH]1 | -1 | -3 | -2.2 | 104 | -5 | 18 | -6 | -2.0 | 6
CSc1nc2ccccc2c(=O)n1Cc1ccc(F)cc1 | -1 | -4 | -1.8 | 100 | -10 | 17 | 45 | -1.8 | -4
Cc1cc(C)n2nc(-c3ccsc3-n3c(C)ccc3C)cc2n1 | -21 | -21 | -5.5 | 94 | 23 | 35 | -137 | 1.9 | 3
COc1ccc(Cl)cc1NC(=S)NC(=O)c1ccc2c(c1)OCO2 | -14 | -4 | -4.2 | 101 | 3 | -14 | 15 | -3.4 | -3
COc1ccc(-c2cc3c(=O)n(CC(=O)NCc4cccnc4)nc(C)n3n2)cc1 | 8 | -27 | 1.7 | 96 | 4 | 19 | 58 | -1.3 | 4
N#CC1(NC(=O)COC(=O)/C=C/c2ccc3ccccc3n2)CCCCC1 | -14 | -21 | 0.1 | 105 | 4 | 2 | 38 | -1.7 | -2
O=C(/C=C/c1ccccc1)C1C(=O)c2ccccc2C1=O | 10 | -10 | 0.1 | 104 | 25 | 59* | 12 | -0.5 | 1
C=CCn1cccc(C(=O)Nc2ccc(C)c(Cl)c2)c1=O | -4 | -5 | -4.0 | 100 | -10 | 4 | . | -0.5 | 0
COc1ccc(C2C(C(=O)O)c3ccccc3C(=O)N2C)cc1Br (stereo not given) | -6 | -17 | -1.2 | 101 | 0 | -6 | -25 | -2.2 | -5
CC1(C)CC(=O)c2cc(C(=O)NC3CCSC3=O)c(=O)n(-c3ccccc3)c2C1 (stereo not given) | 0 | -23 | -1.4 | 99 | 2 | 10 | 37 | -0.9 | 2
COc1ccc(S(=O)(=O)N2CC(C)N(C(=O)N(C)C)C2C(C)C)cc1 (stereo not given) | -8 | -17 | -0.6 | 103 | -3 | 10 | 24 | 0.9 | 5
CCCNC(=S)N1CCN(c2nc(C)nc3sc4c(c23)CCCC4)CC1 | 2 | -34 | -1.6 | 104 | 3 | -12 | 12 | -2.8 | 4
Cc1ccc(S(=O)(=O)N2CCOCC2)cc1NC(=O)COC(=O)Cc1ccsc1 | -14 | -2 | 1.0 | 102 | -8 | -9 | 3 | -6.0 | 1
Cc1ccc(CN2CCN(Cc3ccc4c(c3)OCCO4)CC2CCO)cc1 (stereo not given) | -13 | 7 | -2.5 | 104 | -2 | 12 | 31 | -1.1 | 5
COc1ccc(-n2c(N)c(C(=O)NCC3CCCO3)sc2=S)cc1 (stereo not given) | 4 | -12 | -4.2 | 104 | 7 | 13 | 39 | -7.3 | 5
C/C(Cl)=C\Cn1c(NCCc2ccccc2)nc2c1c(=O)n(C)c(=O)n2C | -4 | -14 | -0.2 | 101 | 3 | -6 | -48 | -3.7 | -2
CC(C)(C)c1ccc(OCC(=O)Nc2ccc(-c3nc4cccnc4o3)cc2)cc1 | -11 | -2 | -2.0 | 100 | 3 | 17 | -6 | -4.2 | 1
c1ccc2sc(Nc3nc4cc5c(cc4s3)OCO5)nc2c1 | -5 | -2 | -4.6 | 99 | 10 | -58 | 1 | -4.2 | 2
O=C(NC(=S)N1CCc2ccccc21)c1ccccc1Cl | -16 | -10 | -4.6 | 101 | 3 | 11 | -141 | -3.4 | 7
O=C(NC(=S)Nc1ccc(CN2CCOCC2)cc1)c1cc2ccccc2o1 | -13 | 2 | -0.8 | 104 | 2 | 16 | 27 | -1.9 | 5
CCOC(=O)C1=C(O)c2ccccc2C(=O)/C1=C\c1ccc(C)cc1 | -20 | 0 | -3.0 | 68*[inhibitor] | 13 | 11 | 12 | -3.4 | -29
COc1cccc(NC(=O)[C@H](Cc2ccccc2)NC(=O)[C@@H]2Cc3ccccc3CN2)c1 | -10 | 13 | -3.6 | 97 | -28 | 7 | 11 | -5.2 | -2
CN(C)CCCNc1ccc(-c2nn(C)c(=O)c3ccccc23)cc1[N+](=O)[O-] | 1 | 14 | 61* | 103 | -5 | 4 | 1 | -1.4 | -4
CCOc1ccccc1/C=N/NC(=O)c1ccc(Cn2cc([N+](=O)[O-])cn2)o1 | -16 | -11 | -4.3 | 102 | -1 | 24 | -17 | -3.0 | -2
CC(/C=C/C1(O)C(C)CC(=O)CC1(C)C)OC1OC(CO)C(O)C(O)C1O (stereo not given) | -14 | -4 | -4.5 | 107 | 5 | 13 | 52 | -1.6 | 1
O=C(Nc1cc(C(F)(F)F)ccc1N1CCOCC1)c1ccccc1 | 3 | -8 | -2.3 | 99 | 7 | -9 | 6 | -5.4 | -1

Printed as active in VIM-2 inh (from the list above):
Compound	p-CIP stab down	VIM-2 inh	MEKK3 PB1 HTS	NS3 helicase inh	SUMO HTRF inh	PHOSPHO1 block	IMP-1 inhibitor	IDE cell activ
CN(C)CCCNc1ccc(-c2nn(C)c(=O)c3ccccc23)cc1[N+](=O)[O-]	1	61*	103	-5	4	1	-1.4	-4

Compound activity from PubChem BioAssay.
